Compound activity deposited in PubChem by National Center for Advancing Translational Sciences (NCATS).
PKM2 activator = qHTS Assay for Activators of Human Muscle isoform 2 Pyruvate Kinase. actives 0.34% (n = 260,000). Pyruvate kinase PKM (Homo sapiens), P14618. Potency, µM (highest dose often 57.5 µM), for the others: at the highest dose activation, hits mostly activators. purified PKM2, Kinase-Glo ATP luminescence, activation; response scale: 0% is enzyme alone, no compound; also: potency is read from the fitted curve at half-maximal effect; % is scaled to controls: 0 for no effect and ±100 for the full control effect; nearly all actives have a fitted effect of over 55% in size
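Kinase-Glo luminescence reports ATP generated from ADP (0.1 mM) and PEP (0.5 mM) by purified hPK-M2 after 1 h at room temperature, pH 7.2 imidazole buffer; intermediate enzyme activity allows detecting inhibitors and activators.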
Chronic BCR inh = qHTS Assay to Find Inhibitors of Chronic Active B-Cell Receptor Signaling; Potency, µM (titrated, usually from 46.1 µM), for the others: top-dose ratio change, negative = lower green/red ratio, most hits filed as inhibitors; ABC-DLBCL IkBa-CBG/CBR reporter, luminescence ratio, 4 h; actives 0.05% (n = 340,000); AID 493014, 2011; active = well fitted inhibition curve with a large enough effect in the signal ratio, with a control signal flat, not every such curve was filed as active; inconclusive = small, poorly fitted or top-dose-only effect, or effect the other way, or a change in a side signal; the % refers to the signal ratio;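 also: potency is read from the fitted curve at half-maximal effect; plate controls were basal doxycycline-induced cells for no effect and cells given 10 µM MG132 for full effect; MG132 reads +100%, hits lower the ratio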
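Doxycycline induced both beetle luciferases in TMD8 lymphoma cells; IKK-driven degradation limits the IkappaBalpha-fused green signal, while red luminescence normalises for cell number and nonspecific effects. Compounds tested up to 46 uM, 4 hrs.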
TSG101-PTAP inh = qHTS Assay for Iinhibitors of HIV-1 Budding by Blocking the Interaction of PTAP/TSG101. Fluorescence polarization, FITC-PTAP peptide / Tsg101 binding. Potency, µM (top dose mostly 115 µM), without a hit: at the top dose activity change, negative = inhibition, usual class: inhibitors. 340,000 tested, under 10 active; active = well fitted inhibition curve with a large enough effect in the main read-out, with a control signal flat, not every such curve was filed as active; inconclusive = small, poorly fitted or top-dose-only effect, or effect the other way, or a change in a side signal; inactive = no such curve, though single readings can be large or run the other way; also: potency is read from the fitted curve at half-maximal effect; % of control where 0% means no effect
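FP read-out: FITC-PTAP peptide, 50 nM final, binding Tsg101 binding domain, 10 uM final; 20 min, r.t.; 10 mM HEPES pH 7.5, 0.15 M NaCl, 0.01% Tween 20, 3 mM EDTA, 0.1 mM TCEP.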
Tb PFK block = qHTS Assay to Find Inhibitors of T. brucei phosphofructokinase. ATP-dependent 6-phosphofructokinase (Trypanosoma brucei brucei), O15648. T. brucei PFK, ADP-Glo luminescence. Potency, µM (titrated, usually from 57.5 µM), for inactives: top-dose activity, negative = inhibition, actives largely listed as inhibitors. actives 0.17% (n = 330,000);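 also: potency is read from the fitted curve at half-maximal effect; 0% = uninhibited 1x PFK enzyme wells and -100% = no-enzyme wells; nearly all actives have a fitted effect of over 60% in size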
Target sequence (O15648 whole entry, looked up): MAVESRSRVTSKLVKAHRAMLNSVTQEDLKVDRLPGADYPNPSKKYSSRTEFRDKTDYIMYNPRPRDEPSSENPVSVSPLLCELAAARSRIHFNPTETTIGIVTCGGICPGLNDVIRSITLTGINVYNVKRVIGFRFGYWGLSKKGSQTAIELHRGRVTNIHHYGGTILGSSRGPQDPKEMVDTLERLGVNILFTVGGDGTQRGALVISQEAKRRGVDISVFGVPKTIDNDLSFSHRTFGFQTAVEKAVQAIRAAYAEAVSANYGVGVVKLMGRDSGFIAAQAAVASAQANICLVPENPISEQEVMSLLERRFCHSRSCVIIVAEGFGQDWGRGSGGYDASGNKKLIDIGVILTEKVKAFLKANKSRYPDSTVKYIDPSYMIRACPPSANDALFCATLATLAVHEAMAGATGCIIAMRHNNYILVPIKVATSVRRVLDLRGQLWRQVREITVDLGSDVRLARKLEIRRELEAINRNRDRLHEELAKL
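1.25 nM PFK with 0.5 mM F6P and 0.1 mM ATP in 0.1 M TEA pH 8.0, 5 mM MgCl2, incubated 45 min at room temperature; ADP measured by ADP-Glo luminescence; compounds titrated up to 57 uM.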
Integrin act MD = qHTS for Activators of Integrin-Mediated Alleviation for Muscular Dystrophy; alpha7betagal myoblasts, beta-gal FDG fluorescence, 48 h; Potency, µM (top dose mostly 38.3 µM), inactives show top-dose activation, most hits filed as activators; actives 0.064% (n = 350,000); AID 624291, 2012;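 also: potency is read from the fitted curve at half-maximal effect; 100% = response of the positive control SU9516; nearly all actives have a fitted effect of over 60% in size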
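Alpha7betagal+/- myoblasts (passage 13) were plated 16-24 hr, then exposed to compounds (1:260 dilution of DMSO stock) for 48 hours at 37C. After MPER lysis, β-galactosidase reporter activity was read as FDG fluorescence (ex 480/em 540) after 30 minutes.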
ASM inhibitor = Inhibitors of Secretory Acid Sphingomyelinase (S-ASM): qHTS. placental ASM, HMU-PC fluorogenic substrate, 60 min. Potency, µM (top dose mostly 57.5 µM), without a hit: at the top dose activity change, negative = inhibition, actives largely listed as inhibitors. actives 0.006% (n = 340,000); also: potency is read from the fitted curve at half-maximal effect
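Human placenta-derived ASM enzyme was preincubated with compound for 10 minutes at room temperature, then given fluorogenic substrate HMU-PC0 (9 uM final) for 60 minutes at 37 °C; a pH 10 stop preceded fluorescence reading at Ex 386/Em 447 nm.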
B2AR arrestin = qHTS assay of beta-arrestin-biased ligands of beta2-adrenergic receptor | beta-arrestin recruitment to beta2AR, cell-based reporter | AID 492947, 2010 | Potency, µM (titrated, usually from 46.1 µM), for the others: top-dose activation, actives largely listed as activators | actives 0.02% (n = 330,000);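 also: potency is read from the fitted curve at half-maximal effect; 0% = DMSO controls and full agonism = EC100 isoproterenol or metaproterenol; nearly all actives have a fitted effect of over 65% in size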
GALK inh = qHTS Assay for Inhibitors of Human Galactokinase (GALK); P51570; Purified GALK, Kinase-Glo residual ATP luminescence; Potency, µM (highest dose often 57.5 µM), without a hit: at the top dose activity change, negative = inhibition, usual class: inhibitors; actives 0.007% (n = 270,000); AID 1868, 2009; also: potency is read from the fitted curve at half-maximal effect; % is scaled to controls: 0 for no effect and ±100 for the full control effect
Target sequence (P51570 whole entry, looked up): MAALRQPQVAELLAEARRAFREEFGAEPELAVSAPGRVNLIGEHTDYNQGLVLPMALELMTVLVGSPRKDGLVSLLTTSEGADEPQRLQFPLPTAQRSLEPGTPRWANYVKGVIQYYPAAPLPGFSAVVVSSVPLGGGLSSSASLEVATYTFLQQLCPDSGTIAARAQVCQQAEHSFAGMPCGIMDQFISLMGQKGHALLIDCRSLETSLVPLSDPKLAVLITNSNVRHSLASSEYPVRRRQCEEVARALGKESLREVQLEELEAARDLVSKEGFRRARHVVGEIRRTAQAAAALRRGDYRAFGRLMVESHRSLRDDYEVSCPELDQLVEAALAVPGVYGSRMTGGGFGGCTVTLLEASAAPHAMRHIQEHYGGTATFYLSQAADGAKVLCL
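Human GALK (5 nM) with 35 uM ATP and 100 uM galactose in 20 mM HEPES pH 8.0, 5 mM MgCl2, 60 mM NaCl, 1 mM DTT, 0.01% BSA. After 1 h at room temperature, leftover ATP was read by Kinase-Glo Plus luminescence.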
Giardia killer = Small Molecules that selectively kill Giardia lamblia: qHTS; activity change, % at 7.66 µM, hits read low; AID 540267, 2011; actives 0.15% (n = 340,000); Giardia lamblia trophozoite viability; in the data active = activity change below about -80%; inconclusive = between about -30% and that limit;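 also: parasites exposed to compound for two days anaerobically before the ATP read; % is scaled to controls: 0 for no effect and ±100 for the full control effect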
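Luminescent ATP signal served as the viability read-out, measured 15-30 min after adding ATP detection reagent to trophozoites that had been incubated with compounds for 48 hrs at 37 deg C anaerobically at 100 cells/well.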
Menin-MLL TR inh = qHTS Assay for Inhibitors Targeting the Menin-MLL Interaction in MLL Related Leukemias: Competition With Texas Red Labeled MLL-derived Mutant Peptide; O00255; Menin + Texas Red MLL mutant peptide, fluorescence polarization; Potency, µM (highest dose often 61.6 µM), for the others: at the highest dose FP activity change, negative = inhibition, actives largely listed as inhibitors; actives 0.23% (n = 270,000); active = well fitted inhibition curve with a large enough effect in the polarisation, with a control signal flat, not every such curve was filed as active; inconclusive = small, poorly fitted or top-dose-only effect, or effect the other way, or a change in a side signal; inactive = no such curve, though single readings can be large or run the other way; the % refers to the polarisation; also: potency is read from the fitted curve at half-maximal effect; % of control where 0% means no effect; many of its hits are not listed in these tables
FBPA coupling cs = qHTS Assay for Inhibitors of Fructose-1,6-bisphosphate Aldolase from Giardia Lamblia: Coupling assay counterscreen. coupling enzyme system counterscreen, AmpLite Red fluorescence. activity change, negative = inhibition, % at 58.2 µM, hits read low. actives 0.67% (n = 290,000). AID 2472, 2010; in the data active = activity change below about -30%; also: % is scaled to controls: 0 for no effect and ±100 for the full control effect
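Coupling enzymes only (glyceraldehyde-3-phosphate) + compound, at 57.5 uM final, 10 min RT; add substrate/coupling/AmpLite Red mix, 20 min RT; fluorescence ex 525/em 598 nm. Actives flag coupling-system interference.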
Starred values were filed as active, the others as inactive; ? = inconclusive; nt = not tested or not shown; [ ] = dose if it differs, or a comment. Unless noted, calls follow the shape of the dose curve; as a rule, active = well fitted curve in the direction sought with a large enough effect; inconclusive = small, poorly fitted or top-dose-only effect, or another doubt; inactive = no such curve, though single readings can be large; an effect the other way counts as inactive or inconclusive. Not all compounds are listed; rates above refer to the full screens.

SMILES	PKM2 activator	Chronic BCR inh	TSG101-PTAP inh	Tb PFK block	Integrin act MD	ASM inhibitor	B2AR arrestin	GALK inh	Giardia killer	Menin-MLL TR inh	FBPA coupling cs
Cn1cnc([N+](=O)[O-])c1S(=O)(=O)c1cccc(Cl)c1	4%	?	1%	-8%	-49%	-1%	0.3%	-2%	-1	-2%	-2
COCCCNC(=S)Nc1ccc(C)cc1	-1%	5%	-4%	2%	-16%	-2%	-0.7%	-3%	-12	nt	-2
Cn1c(=O)n(C)c2cc(/C=N/NC(=O)c3cc4cc(Br)ccc4o3)ccc21	1%	?	-2%	1%	-6%	363%[activator]	-0.3%	5%	2	nt	3
Cc1nc(C(=O)NCC(=O)c2ccccc2)c(C(F)(F)F)o1	-2%	3%	-6%	3%	11%	0%	-0.7%	-2%	-19	nt	5
CC1CN(C(=O)Nc2cccc(C(F)(F)F)c2)CC(C)O1 (centres undefined)	-2%	?	-2%	-2%	-4%	2%	0.0%	1%	10	21%	-1
CCOC(=O)C1=CN(Cc2cccc(F)c2)S(=O)(=O)N(CC)C1c1cccc(OC)c1 (centres undefined)	nt	1%	1%	6%	-12%	1%	0.1%	nt	7	nt	nt
CC1(C)COC(c2cccn2Cc2ccc(F)cc2Cl)=N1	-1%	?	-2%	-1%	-13%	-4%	-0.9%	-1%	4	-28%	-4
O=C(COC(=O)C1CCC(=O)N1)Nc1ccc(Br)cc1 (centres undefined)	2%	-1%	-2%	4%	3%	0%	-1.0%	-2%	-27	7%	3
Cc1ccc(C(=O)N2CCN(c3ccc(Cl)cc3)CC2)cc1	4%	0%	-12%	-8%	-11%	-4%	-0.3%	0%	-4	-26%	-2
C=CCCC(=O)N1CCC(n2nccc2NC(=O)c2ccc(OC)cc2)CC1	nt	13%	-1%	0%	25%	-2%	0.1%	7%	-13	nt	nt
CCOC(=O)N1CCN(C(=O)c2cccc(NC3=NC4CS(=O)(=O)CC4S3)c2)CC1 (centres undefined)	7%	-3%	-9%	-5%	6%	-3%	-0.1%	0%	34[activator]	-3%	-3
Cn1c(SCC(=O)N2CCc3ccccc32)nnc1C1CC1	2%	2%	-1%	3%	-8%	3%	0.4%	2%	-12	-13%	1
Cc1cc(N2C(=O)C3C4CC(C(Br)C4Br)C3C2=O)no1 (centres undefined)	-21%	0%	-7%	-2%	0%	1%	-1.5%	-1%	14	-7%	3
CCOc1cccc(C2C(C(=O)c3ccc(C)o3)=C(O)C(=O)N2CCCn2ccnc2)c1 (centres undefined)	nt	-1%	-6%	-3%	-13%	2%	0.3%	nt	-4	nt	nt
CCCN(CC(=O)Nc1ccccc1OC)C(=O)CSc1nc(C)cc(C)n1	nt	-15%	-5%	-1%	-7%	4%	12%	nt	-8	nt	nt
O=C(N/N=C/c1cccnc1)/C(=C\c1cccs1)NC(=O)c1ccccc1	0%	0%	-3%	-2%	-11%	-3%	4.2%	nt	11	0%	4
CC1CCc2nc(NCCO)nc(C(F)(F)F)c2C1 (centres undefined)	3%	-5%	-3%	-3%	-17%	3%	-0.1%	1%	12	-1%	-2
COc1cc(C(=O)OCc2ccccc2C#N)ccc1OCC(=O)N1CCOCC1	nt	?	-2%	0%	-23%	1%	-0.2%	nt	-4	nt	nt
Oc1ccc(Br)cc1C1Nc2ccccc2S1 (centres undefined)	nt	?	-2%	-4%	2%	nt	-0.1%	1%	0	2%	-2
Cc1ccc(CNC(=O)Cn2c(=O)n(-c3ccccc3)c(=O)c3sccc32)cc1	14%	0%	-5%	-1%	-21%	-2%	-0.2%	5%	24	?	7
CCOC(=O)c1[nH]ncc1CN1CCC(Cc2cccc(OC)c2)(C(=O)OCC)CC1	2%	-24%	0%	3%	16%	-1%	-1.1%	-1%	3	nt	0
Cc1ccc(C2(C)NC(=O)N(CC(=O)Nc3ccc(N4CCOCC4)cc3N3CCOCC3)C2=O)cc1 (centres undefined)	nt	-8%	-5%	4%	22%	4%	-1.2%	nt	-2	nt	nt
CCC(c1nnnn1CCOC)N1CCN(Cc2ccccc2OC)CC1 (centres undefined)	-5%	0%	-5%	4%	5%	-1%	0.0%	4%	-10	-4%	-2
Cc1ccc(CNCC(O)(c2ccccc2)c2ccc(F)cc2)cc1 (centres undefined)	1%	?	-2%	0%	-44%	4%	0.6%	-1%	-15	?	-2
CC(C)(C)C(=O)OCOC(=O)[C@@H]1N2C(=O)[C@@H](N=CN3CCCCCC3)[C@H]2SC1(C)C	nt	4%	-2%	0%	nt	-2%	0.3%	nt	1	-13%[24.8 µM]	2
More compounds follow.
SMILES	PKM2 activator	Chronic BCR inh	TSG101-PTAP inh	Tb PFK block	Integrin act MD	ASM inhibitor	B2AR arrestin	GALK inh	Giardia killer	Menin-MLL TR inh	FBPA coupling cs
CC1CCN(S(=O)(=O)c2ccc(Cl)cc2Br)CC1	-4%	5%	-1%	3%	-5%	-3%	-0.2%	2%	12	-10%	-2
O=C(CNC(=O)c1cccnc1)N/N=C/c1ccc(O)cc1O	nt	?	-4%	-5%	2%	18%	0.5%	nt	6	40%[activator]	4
CC1=C(C(=O)OCC2CCCO2)C(c2ccccc2)NC(=O)N1 (centres undefined)	1%	-2%	-6%	2%	9%	0%	-0.6%	3%	-10	5%	3
CN1CCCC(OC(=O)c2ccc(S(=O)(=O)N(C)C)cc2)C1 (centres undefined)	nt	?	0%	-1%	-12%	3%	2.9%	5%	15	-6%	-1
Cc1ccc(S(=O)(=O)N2CCOCC2)cc1NCC(=O)Nc1ccc(OC(F)(F)F)cc1	nt	0%	-5%	0%	-3%	3%	0.5%	nt	12	nt	nt
[O-]/[N+](=C\c1ccc(F)cc1)c1ccccc1	3%	?	-3%	5%	-10%	9%	0.0%	-2%	3	-2%	0
O=C(Nc1ccc(N2CCOCC2)cc1)c1cc(-n2cnnc2)ccc1Cl	-2%	-15%	nt	-1%	6%	0%	0.4%	2%	-7	nt	nt
Cc1ccc(CCNC(=O)C2CCN(S(=O)(=O)c3cccc4nonc34)CC2)cc1	-7%	1%	-3%	-1%	5%	-2%	-3.3%	5%	15	-24%	0
N#Cc1ccccc1NC(=O)CN1C(=O)NC(Cc2c[nH]c3ccccc23)C1=O (centres undefined)	nt	?	0%	4%	-49%[inhibitor]	4%	0.2%	nt	5	nt	nt
COc1ccc(C(=O)O/N=C(\N)Cc2ccc([N+](=O)[O-])cc2)c(OC)c1	1%	?	-6%	-8%	14%	3%	-0.4%	2%	18	nt	0
CCOc1ccc(CN2CCN(CCCc3ccccc3)CC2CCO)cc1 (centres undefined)	3%	-4%	-19%	-1%	-36%	-4%	-3.6%	2%	-18	?	-1
O=C(COc1cccnc1[N+](=O)[O-])c1ccc(Cl)s1	-8%	1%	-5%	-8%	-21%	1%	-0.7%	1%	-16	nt	-30
O=C(NC1CCCCC1)C(c1cccnc1)N(C(=O)CCl)c1ccccc1Cl (centres undefined)	3%	-11%	0%	0%	3%	0%	-1.3%	1%	-8	3%	0
O=C(NCc1nnc(SCC(=O)N2CCC(Cc3ccccc3)CC2)o1)c1ccco1	0%	?	-1%	-29%	16%	-4%	-0.6%	2%	-6	-24%	11
CCCCSc1cnn(-c2ccccc2)c(=O)c1SCCCC	0%	17%	-11%	-5%	0%	-4%	0.0%	0%	19	-14%	-5
CC1(C)OC(=O)C(=Cc2ccc[nH]2)C(=O)O1	3%	8%	-1%	0%	8%	-3%	-0.5%	-3%	-27	nt	4
CCOC(=O)c1sc(NC(=O)CSc2n[nH]c(CC)n2)nc1C	0%	-1%	0%	-6%	-14%	-4%	0.4%	1%	0	1%	3
